# Screening results: PubChem, National Center for Advancing Translational Sciences (NCATS)
# ALOX15B inhib: qHTS Assay for Inhibitors of 15-hLO-2 (15-human lipoxygenase 2); Potency, µM (doses to about 57.1 µM), for inactives: at the top dose activity change, negative = inhibition, actives largely listed as inhibitors; 110,000 compounds, 0.56% hits; Polyunsaturated fatty acid lipoxygenase ALOX15B (Homo sapiens), O15296; purified 15hLO-2, xylenol orange hydroperoxide absorbance; AID 881, 2007; also: potency is read from the fitted curve at half-maximal effect; nearly all actives have a fitted effect of over 60% in size; many of its hits are not listed in these tables
#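 Enzyme 50 nM, AA 45 uM, 25 mM Hepes pH 7.5 + 0.01% Triton X-100; cpd preinc 15 min RT, rxn 90 min RT; stop/detect with 200 uM XO + 300 uM Fe(II) in 50 mM H2SO4, 30 min; A573/A405.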
# IMPase cell inh: qHTS Assay for Identifying the Cell-Membrane Permeable IMPase Inhibitors; Inositol monophosphatase 1 (Rattus norvegicus), P97697; CHO-M1 cells, IP1 accumulation, HTRF TR-FRET ratio; inhibition (IP1 accumulation), % at 46.1 µM; 120,000 tested, under 10 active; AID 901, 2007; active = well fitted curve in the direction sought with a large enough effect in the signal ratio, not every such curve was filed as active; inconclusive = small, poorly fitted or top-dose-only effect, or a change in a side signal; inactive = no such curve, though single readings can be large or run the other way; the % refers to the signal ratio;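 also: cells stimulated with carbachol in lithium chloride buffer; plate controls were DMSO basal wells for no effect and reference inhibitor wells for full effect; higher means more IMPase inhibition seen as more IP1 and lower FRET ratio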
# Target sequence (P97697 whole entry, looked up): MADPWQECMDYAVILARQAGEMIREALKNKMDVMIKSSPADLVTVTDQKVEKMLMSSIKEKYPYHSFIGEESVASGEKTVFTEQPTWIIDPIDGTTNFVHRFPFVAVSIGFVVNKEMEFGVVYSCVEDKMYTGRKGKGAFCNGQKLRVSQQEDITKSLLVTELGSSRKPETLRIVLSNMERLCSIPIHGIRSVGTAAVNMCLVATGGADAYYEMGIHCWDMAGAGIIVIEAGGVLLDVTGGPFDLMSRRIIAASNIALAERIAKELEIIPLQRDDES
#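 The IP-One HTRF competitive assay in carbachol-stimulated CHO-M1 cells quantifies cellular IP1. Compounds spanned up to 46 uM final, and activity is expressed as AC50 from concentration-response fits of the ratio and donor data.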
# PNC assembly inh: High Content Assay for Compounds that inhibit the Assembly of the Perinucleolar Compartment | activity change (PNC), negative = inhibition, % at 10 µM | 140,000 compounds, 3.1% hits | PC3M PTB-GFP, PNC prevalence imaging, 16 h; hits give low values | AID 2417, 2010;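 active = readout at or below -70, meaning at least 70% loss of cells showing the perinucleolar compartment, a nuclear body marking cancer cells; inconclusive = readout between -30 and a set limit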;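 also: plate controls were DMSO wells for no effect and camptothecin positive control wells for full effect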
#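 Read-out is percentage of cells bearing a perinucleolar compartment, from automated 20x imaging of fixed, Hoechst-stained PC3M PTB-GFP cells. Cells were seeded 4 h, then exposed 16 h to compound (23 nl of library stock) in duplicate plates.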
# 12-hLO inh: qHTS Assay for Inhibitors of 12-hLO (12-human lipoxygenase). Polyunsaturated fatty acid lipoxygenase ALOX12 (Homo sapiens), P18054. purified 12-hLO, xylenol orange hydroperoxide absorbance. Potency, µM (series often up to 57.1 µM), for the others: top-dose activity change, negative = inhibition, actives largely listed as inhibitors. 150,000 compounds, 0.12% hits. AID 1452, 2008; also: potency is read from the fitted curve at half-maximal effect; nearly all actives have a fitted effect of over 55% in size; many of its hits are not listed in these tables
# Target sequence (P18054 whole entry, looked up): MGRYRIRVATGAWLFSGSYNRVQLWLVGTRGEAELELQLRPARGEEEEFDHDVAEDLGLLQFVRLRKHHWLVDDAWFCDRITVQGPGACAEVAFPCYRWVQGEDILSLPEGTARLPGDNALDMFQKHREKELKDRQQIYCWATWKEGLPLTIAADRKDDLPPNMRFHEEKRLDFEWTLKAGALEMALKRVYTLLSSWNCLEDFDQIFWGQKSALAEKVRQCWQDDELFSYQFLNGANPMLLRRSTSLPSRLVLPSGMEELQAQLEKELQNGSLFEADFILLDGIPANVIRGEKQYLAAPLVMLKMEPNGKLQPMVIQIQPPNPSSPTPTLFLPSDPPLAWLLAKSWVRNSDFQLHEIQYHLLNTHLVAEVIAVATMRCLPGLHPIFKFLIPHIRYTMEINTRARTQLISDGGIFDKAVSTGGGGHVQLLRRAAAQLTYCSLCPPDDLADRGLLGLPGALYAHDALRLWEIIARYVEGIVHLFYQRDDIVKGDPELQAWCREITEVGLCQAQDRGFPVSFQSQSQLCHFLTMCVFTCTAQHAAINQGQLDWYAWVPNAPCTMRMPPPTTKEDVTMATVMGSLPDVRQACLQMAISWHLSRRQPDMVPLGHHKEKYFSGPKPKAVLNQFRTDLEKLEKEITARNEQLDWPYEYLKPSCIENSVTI
#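 Xylenol orange chromogenic assay: hydroperoxide from 12hLO oxidises Fe(II), giving red-shifted Fe(III)-XO absorbance. Conditions: 150 nM enzyme, 40 uM arachidonic acid, 25 mM Hepes pH 7.0, 0.01% Triton X-100, 30 min, room temperature.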
# * marks the source's active call; other numbers are inactive results; ? = inconclusive; . = no result given; & = joins results of further samples; [ ] = remark or other dose. Unless noted, calls follow the shape of the dose curve; as a rule, active = well fitted curve in the direction sought with a large enough effect; inconclusive = small, poorly fitted or top-dose-only effect, or another doubt; inactive = no such curve, though single readings can be large; an effect the other way counts as inactive or inconclusive. Unless noted, % is scaled to controls: 0 for no effect and ±100 for the full control effect.
# Under each structure: ALOX15B inhib | IMPase cell inh | PNC assembly inh | 12-hLO inh
COc1cc(OC)c2c(=O)c(O)c(-c3ccc(OC)c(OC)c3)oc2c1
→ -5% | . | . | 2%
O=c1c2ccccc2nc(CSc2nnnn2-c2ccccc2)n1-c1ccccc1
→ -6% | 7 | 0 | 2%
CCCn1c(/N=C/c2ccc3c(c2)OCO3)nc2ccccc21
→ 50%[activator] | 1 | 25 | 5%
O=C1OC(Nc2ccc(Br)cc2F)c2ccccc21 (stereo unspecified)
→ 6% | 2 | -3 | 1%
CCOC(=O)CNC(=O)c1sc(NC(=O)c2cccc(F)c2)nc1C
→ 5% | 2 | 21 | 13%
Nn1c(SC/C=C/c2ccccc2)nnc1-c1ccccn1
→ 5% | ? | -18 | -1%
C/C=C(\C)CN1CCN(c2cc(C)ccc2C)CC1
→ 30%[activator] | 1 | -29 | -11%
CCOC(=O)N1CCN(C(=O)/C(=C/c2ccc(OC)cc2)NC(=O)c2ccccc2)CC1
→ -1% | -1 | -13 | -4%
N#C/C(=C\c1ccc(Oc2ccc(C(F)(F)F)cc2[N+](=O)[O-])cc1)c1nc2ccccc2[nH]1
→ -7% | 6 | -28 | -2%
CC/C(=N\NC(=O)CSc1ncccn1)c1ccc2c(c1)OCCO2
→ . | . | 31 | 2%
Cn1c2ccccc2c2c(C(=O)NCC3CCCO3)cn(C3CCCC3)c(=O)c21 (stereo unspecified)
→ -2%[2.29 µM] | -7 | -30 | 2%
CC1CCCN(C(=O)C23CCC(C)(C(=O)C2)C3(C)C)C1 (stereo unspecified)
→ 3% | 3 | -18 | 4%
O=C(CN1CCN(Cc2ccc(F)cc2Cl)C1=O)NCCc1ccc(Cl)cc1
→ -2% | 9&0 | ? | 0%
COc1ccccc1-c1cc(C(=O)Nc2ccccc2SC)no1
→ -11% | 2 | 6 | -6%
CC(=O)OCC(=O)[C@@]1(O)CCC2C3CC(C)C4=CC(=O)C=CC4(C)C3C(O)CC21C (stereo partly specified)
→ -9% | . | . | -3%
Cc1ccnc(N=Cc2c(O)ccc3oc4c(c23)CCCC4)c1
→ . | . | 27 | -21%
N#CCCN/N=C(/Cc1nc2ccccc2[nH]1)c1ccc(Cl)cc1
→ 9% | 0 | -18 | -13%
COc1cc(CCNc2ccc3nnc(-c4ccccc4)n3n2)cc(OC)c1OC
→ . | . | 47 | -1%
CCN1CCN(CCCNC(=O)c2cc3c(=O)[nH]c4ccccc4c3s2)CC1
→ 9% | 11 | -18 | -3%
CCc1nc2oc3ccccc3c(=O)c2c(=O)n1-c1ccccc1
→ 2% | 4 | 0 | -12%
CCC/C(C)=N/NC(=O)c1ccccc1O
→ . | . | -5 | -1%
O=C(c1cnn(-c2ccccc2)c1)c1ccccc1O
→ . | 0 | -29 | 1%
COc1ccc(NC(=O)Cn2nnc(-c3ccccc3NC(=O)C3CC3)n2)cc1
→ -18% | 17 | -104* | -10%
CC(CCc1ccco1)NC(=O)CSc1cc(=O)n(C)c2ccccc12 (stereo unspecified)
→ 5% | 0 | ? | -3%
CC[N+]1(C)CCC(=C2c3ccccc3CC(=O)c3sccc32)CC1 (stereo unspecified)
→ 1% | 13 | -10 | 1%
Cc1nnc(SCC(=O)Nc2nsc(-c3ccc(Cl)cc3)n2)s1
→ -27% | 4 | -6 | -1%
CC(c1ccc(Cl)cc1)n1c(-c2ccc3ccccc3n2)n[nH]c1=S (stereo unspecified)
→ ? | 2 | ? | ?
COc1ccc(N2C(=O)CC(c3ccc(OC(C)C)cc3)C2=O)cc1 (stereo unspecified)
→ 5% | 8 | 0 | -1%
CCOC(=O)CSC1=C(C#N)C(c2ccccc2F)C(C(C)=O)=C(C)N1 (stereo unspecified)
→ -22% | -1 | 22 | -2%
O=C(CSc1nc2ccccc2s1)N1c2ccccc2Sc2ccc(C(F)(F)F)cc21
→ -26% | 12 | -23 | -2%
CN1CC[C@@]2(CCCN(C(=O)c3cccn3C)C2)C1
→ 5% | . | . | -3%
S=C(Nc1cccc(Cl)c1)NC1CC2CCCC(C1)N2C1CCCC1 (stereo unspecified)
→ . | . | 20 | 4%
O=C(NC1CCCCC1)N1CCSC1=Nc1ccccc1
→ 0% | -10 | 4 | -6%
CCOC(=O)c1c(NC(=O)CSc2nnc(C)c(=O)[nH]2)sc2c1CCCC2
→ -16% | 8 | ? | 2%
C=CCn1c(O)c(C2=c3ccccc3=NC2=O)s/c1=N/c1nccs1
→ -23% | -5 | -24 | 7%
CCc1ccc(OCCNC(=O)c2ccccc2SCc2ccccc2)cc1
→ -8% | 3 | 9 | -14%
O=C(CCSc1nc(-c2ccc3c(c2)OCO3)cc(C(F)(F)F)n1)NCc1ccccc1
→ . | -6 | 65 | -6%
CCc1ccc(OCC(=O)OC2CCS(=O)(=O)C2)cc1 (stereo unspecified)
→ 4% | 3 | -9 | 6%
Cc1cc(C)n(-c2ccc(-n3ccnc3)nn2)n1
→ 6% | 1 | ? | -2%
CCCCCCCC(=O)OCC(O)CO (stereo unspecified)
→ . | . | -20 | -2%
CC(=O)Nc1nc2n(n1)C(c1ccc(F)cc1)C=C(c1ccccc1)N2 (stereo unspecified)
→ -14% | -2 | 22 | -8%
FC(F)(F)COc1nc(N2CCCCC2)nc(N2CCNCC2)n1
→ 27% | 1 | -12 | -4%
C/C(=N/NS(=O)(=O)c1ccc(Br)cc1)c1ccc(NC(=O)c2ccc(C)o2)cc1
→ 5% | ? | -16 | ?
Cc1cccc(NC(=S)NN2CCN(C)CC2)c1C
→ 0% | -1 | 51 | 1%
c1ccc2c(c1)oc1c(NCc3ccc4c(c3)OCO4)ncnc12
→ -3% | 7 | 25 | -2%
Cn1nnnc1SCC(=O)NCc1cccc(C(=O)O)c1
→ 5% | 8 | 19 | 7%
COc1ccccc1NC(=O)c1ccc(-n2cccn2)nc1
→ . | 9 | 13 | 7%
COc1ccccc1NC(=O)C1CCCCC1
→ 0% | -9 | 6 | -1%
C=CCC1(NC(C)c2ccccc2)CCCCC1 (stereo unspecified)
→ . | . | -113* | -4%
CCCn1c(SCC(=O)NC(=O)NCc2ccco2)n[nH]c1=O
→ -16% | 5 | -5 | -5%

# Next records.
# Under each structure: ALOX15B inhib | IMPase cell inh | PNC assembly inh | 12-hLO inh
COc1cccc(/C=C2\N=C3CCCCCN3C2=O)c1
→ -2% | -7 | 27 | -11%
Cc1ccccc1C(=O)Nc1cccc(NC(=O)c2ccc(-c3ccc(Br)cc3)o2)c1
→ -14% | -16 | -29 | -4%
CCCCCCc1nnc(N)s1
→ 0% | -1 | 18 | 6%
CC(C)=C[C@H]1[C@@H](COC(=O)c2cc3c(cc2Cl)OCO3)C1(C)C
→ 2%[11.4 µM] | . | . | -16%[11.4 µM]
O=C1c2ccccc2C(=O)N1CC(=O)N1c2ccccc2Sc2ccc(C(F)(F)F)cc21
→ . | ? | -25 | 5%
COc1ccc(C(=S)N2CCN(C)CC2)cc1Br
→ 5% | 3 | 22 | -7%
O=C(O)CSc1nnc(-c2ccc3c(c2)OCO3)o1
→ -1% | -4 | -8 | 4%
CCCCOC(=O)Nc1ccc(N2CCCCC2)cc1
→ -11% | 10 | -16 | 7%
Cc1ccc(OCC(=O)Nc2ccc(F)cc2)cc1C
→ . | -9 | -100* | 1%
COc1ccc(Cn2c(C)ccc2C)cc1
→ -7% | 1 | -4 | -8%
Cc1ccc(C(=O)NC(=S)N2CCN(c3ccc([N+](=O)[O-])cc3)CC2)cc1
→ . | . | -5 | -7%
CC1(C)Cc2nc(N)c(C(=O)NCCO)cc2CO1
→ -2% | 3 | -2 | 2%
Cn1c(N2CCCC2)nc2c1c(=O)n(Cc1ccc(F)cc1)c(=O)n2C
→ -10% | 4 | -7 | -4%
COC(=O)c1c(-c2ccccc2)csc1NC(=O)CSc1ncnc2sc(C)c(C)c12
→ -4% | 4 | 39 | 5%
NS(=O)(=O)c1cccc2c1c([N+](=O)[O-])cc1nc(O)c(O)nc12
→ 3%&-7% | 10&9 | . | -16%&-8%
CCC(C)OC(=O)C1=C(C)NC2=C(C(=O)C(C(=O)OC)C(C)C2)C1c1ccc(N(C)C)cc1 (stereo unspecified)
→ -9% | 9 | 30 | 2%
COc1ccc(NC(=O)CSc2ccc3c(c2)OCCO3)cc1OC
→ 3% | -1 | -23 | -4%
COc1cccc(-c2cc(C(=O)Nc3c(C)nn(Cc4ccccc4C)c3C)no2)c1
→ 10% | 8 | 23 | -15%
CCOC(=O)c1c(NC(=O)C2C3CCC(O3)C2C(=O)O)sc(C)c1-c1ccc(C)cc1 (stereo unspecified)
→ -11% | -12 | 19 | 0%
COc1ccc(N2CCN(c3c(S(=O)(=O)c4ccccc4)cnc4ccc(OC)cc34)CC2)cc1
→ . | ? | -24 | -4%
Cn1c(=O)n(Cc2ccccc2)c(=O)c2c1nc1n2CCCN1CCc1ccccc1
→ -7% | 13 | 8 | -14%
Cc1ccc(-n2c(C)cc(/C=N/NC(=O)c3ccncc3)c2C)c(C)c1
→ 3% | 3 | -21 | -9%
O=C(COc1ccccc1)N(CCc1ccccc1)c1nc(-c2ccc(F)cc2)cs1
→ -15% | -3 | -17 | -3%
CCN(CC)C(=O)c1sc2nc(-c3ccncc3)[nH]c(=O)c2c1C
→ -1% | -5 | -13 | -7%
COC(=O)c1c(NC(=O)CC2SC(N)=NC2=O)sc2c1CCC(C(C)(C)C)C2 (stereo unspecified)
→ . | . | ? | 5%
C=CCn1c(SC/C=C/c2ccccc2)nnc1-c1sc(N)nc1C
→ 2% | 10 | ? | -5%
O=C(O)c1ccc2c(c1)C(=O)N(NC(=O)c1ccccc1)C2=O
→ -7% | -6 | 61 | -1%
Cc1cc(N2CCCCC2)nc2ccc(NC(=O)CCC(=O)NCCC(C)C)cc12
→ 17% | 11 | -29 | -1%
CN(CCc1ccc(Cl)c(Cl)c1)C[C@@H](O)COc1ccc(NS(C)(=O)=O)cc1
→ 35%[activator] | 7 | . | -4%
O=C(Nc1ccc(S(=O)(=O)Nc2ncccn2)cc1)c1cncc(Br)c1
→ . | -7 | -6 | 1%
Cc1ccc(S(=O)(=O)/N=C(\N)Nc2nc(C)c3cc(C)ccc3n2)cc1
→ 9% | 5 | 93 | -3%
CCOc1cc(/C=C2/N=C(c3ccc(C(C)(C)C)cc3)OC2=O)cc(Cl)c1OS(C)(=O)=O
→ ? | ? | 22 | -6%
CCCC(=O)N1CCN(c2ccc(NC(=O)C(C)(C)C)cc2)CC1
→ 7% | -1 | -22 | 0%
